SENP8 block-1: inhibitors of human SENP8 protease; Q96LD8; purified SENP8, Z-RLRGG-aminoluciferin cleavage, luminescence; inhibition, % at 10 µM; actives 1.2% (n = 330,000); AID 2540; in the data active = inhibition above about 50%
SENP1 FRET inh: blocks the human SENP1 SUMO protease catalytic domain; AID 624204; actives 0.21% (n = 360,000); recombinant SENP1 catalytic domain, CyPet-SUMO1-YPet FRET cleavage; inhibition, % at 10 µM; Q9P0U3;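 active = inhibition at least 30% at 10 µM, raw YFP signal under a set limit, fluorescence ratio 0.5 to 1.5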;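 note: 0% = enzyme with DMSO and 100% = no enzyme wells; some results filed as inactive read as strong as hits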
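Test system: hSENP1 catalytic domain, recombinant; Amount: 20 pM final SENP1 enzyme; Medium: Tris pH 8 buffer plus EDTA, NaCl, BME, BSA, NP40, catalase; Schedule: 50 min enzyme reaction, room temperature, light-protected; Technique: FRET fluorescence in CFP and YFP emission channels; Controls: no-enzyme wells low, DMSO-plus-enzyme wells high control.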
SENP8 block-2: inhibitors of human SENP8 protease; actives 0.64% (n = 360,000); AID 602440; recombinant SENP8, Nedd8 substrate fluorescence; inhibition, % at 20 µM; in the data active = inhibition mostly above about 40%, no sharp cut-off; inactive = mostly below about 27%
UBC13 polyUb: human UBC13 polyubiquitination inhibition; P61088; UBC13 polyubiquitin chain formation, TR-FRET; inhibition, % at 20 µM; actives 0.47% (n = 330,000); AID 485273; in the data active = inhibition above about 45%, passing the limit was not always enough
Apaf1 inhib: blocks human Apaf-1 apoptosome activity; reconstituted apoptosome caspase-3 activity, DEVD-Rh110 fluorescence; inhibition, % at 20 µM; O14727; actives 0.71% (n = 330,000); AID 489030; active = inhibition of at least 40% at 20 µM;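 note: plate controls were DMSO wells for no effect and DEVD-CHO caspase inhibitor wells for full effect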
Target sequence (O14727 whole entry, looked up): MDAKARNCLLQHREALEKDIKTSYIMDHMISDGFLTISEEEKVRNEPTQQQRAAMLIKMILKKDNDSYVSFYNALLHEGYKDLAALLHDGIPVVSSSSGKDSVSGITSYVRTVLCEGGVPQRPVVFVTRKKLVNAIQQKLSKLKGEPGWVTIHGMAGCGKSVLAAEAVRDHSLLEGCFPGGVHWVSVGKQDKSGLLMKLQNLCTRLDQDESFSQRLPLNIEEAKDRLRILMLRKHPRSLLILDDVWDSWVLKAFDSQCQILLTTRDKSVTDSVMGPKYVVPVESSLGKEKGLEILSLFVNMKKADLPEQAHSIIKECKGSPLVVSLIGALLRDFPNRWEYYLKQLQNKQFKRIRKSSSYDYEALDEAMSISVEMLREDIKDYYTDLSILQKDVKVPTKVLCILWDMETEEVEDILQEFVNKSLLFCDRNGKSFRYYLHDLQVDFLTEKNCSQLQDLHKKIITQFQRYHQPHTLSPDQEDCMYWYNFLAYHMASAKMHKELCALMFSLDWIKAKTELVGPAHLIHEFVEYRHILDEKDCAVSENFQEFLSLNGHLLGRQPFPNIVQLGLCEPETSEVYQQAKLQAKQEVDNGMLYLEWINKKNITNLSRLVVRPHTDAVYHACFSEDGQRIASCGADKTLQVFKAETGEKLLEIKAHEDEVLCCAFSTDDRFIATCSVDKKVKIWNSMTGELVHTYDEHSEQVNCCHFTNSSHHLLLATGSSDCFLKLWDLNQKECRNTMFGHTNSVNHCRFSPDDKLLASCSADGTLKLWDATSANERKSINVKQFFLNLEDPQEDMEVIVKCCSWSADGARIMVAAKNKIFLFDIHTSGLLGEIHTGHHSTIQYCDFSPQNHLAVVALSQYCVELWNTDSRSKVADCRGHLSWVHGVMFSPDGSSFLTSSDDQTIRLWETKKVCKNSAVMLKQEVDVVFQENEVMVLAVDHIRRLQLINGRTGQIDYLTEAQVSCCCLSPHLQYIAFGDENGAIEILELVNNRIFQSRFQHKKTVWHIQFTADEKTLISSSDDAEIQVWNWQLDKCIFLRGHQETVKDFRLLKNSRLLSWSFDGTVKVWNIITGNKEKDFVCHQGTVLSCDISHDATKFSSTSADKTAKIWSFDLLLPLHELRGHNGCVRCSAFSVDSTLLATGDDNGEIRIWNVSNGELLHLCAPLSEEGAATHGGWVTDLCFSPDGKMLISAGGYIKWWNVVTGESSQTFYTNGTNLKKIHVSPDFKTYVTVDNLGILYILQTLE
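Material: cell-free apoptosome with Apaf-1, procaspase-3 and caspase-9; Buffer or medium: Hepes pH 7.5 with detergent and BSA; Reagent: cytochrome c trigger plus (Z-DEVD)2-Rh110 caspase-3 substrate; Times: compound with Apaf-1, dATP, procaspase-3 30 min, then 50 min reaction, room temperature; Technique: Rh110 fluorescence intensity.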
SENP7 inh: SENP7 protease inhibition. Q9BQF6. recombinant SENP7, Z-RLRGG-aminoluciferin luminescence, 40 min. inhibition, % at 5 µM. actives 1.5% (n = 330,000). AID 434973;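 active = inhibition above about 50% at the single test dose, limit read from the data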;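 note: plate controls were DMSO with enzyme for no effect and no enzyme buffer wells for full effect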
APOBEC3G inh: blocks human APOBEC3G single-stranded DNA deamination. Q9HC16. recombinant A3G, ssDNA deamination FAM/TAMRA fluorescence. inhibition, % at 20 µM. actives 0.28% (n = 330,000). AID 493012;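 active = inhibition of at least 40% at 20 µM, with no more than 30% in the related APOBEC3A deaminase screen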;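 note: plate controls were DMSO wells with A3G for no effect and wells lacking A3G enzyme for full effect; some compounds called inactive have numbers as strong as hits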
SENP6 block: SENP6 protease inhibition. AID 2599. Recombinant SENP6 catalytic domain, aminoluciferin luminescence. actives 1.8% (n = 330,000). inhibition, % at 10 µM. Q9GZR1;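 active = inhibition above about 50% at the single tested dose, limit read from the data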;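 note: plate controls were DMSO wells with enzyme for no effect and DMSO wells lacking enzyme for full effect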
* marks the source's active call; other numbers are inactive results; . = not tested or not shown.

SMILES	SENP8 block-1	SENP1 FRET inh	SENP8 block-2	UBC13 polyUb	Apaf1 inhib	SENP7 inh	APOBEC3G inh	SENP6 block
COc1ccc(CCNC(=O)COC(=O)Cn2cnc3c2c(=O)n(C)c(=O)n3C)cc1	-11	3	5	-5	3	-5	-10	-16
Cn1c2ccccc2c(=O)c2c(O)cccc21	-5	2	12	-4	0	0	-6	-26
O=C(Cc1ccc(Cl)c(Cl)c1)NC1CCCCCC1	-1	-9	3	17	13	5	-11	-21
CO[C@H]1[C@@H]2C=CO[C@@H](O[C@H]3O[C@@H](CO)[C@H](O)[C@@H](O)[C@@H]3O)[C@@H]2[C@@]2(CO)O[C@@H]12	-3	-2	9	3	-1	-2	-11	-5
Cc1c(Cl)cccc1NC(=O)NCc1ccc(C)n1C	-1	-20	-10	4	0	-7	-8	13
CCn1cc(CN2CCC(C(=O)Nc3ccc(Oc4ccccc4)nc3)CC2)cn1	-7	2	-3	3	3	-8	-2	-16
Cc1[nH]c(=O)[nH]c(=O)c1CSc1nnc([C@@H](NC(=O)OC(C)(C)C)C(C)C)o1	-2	2	11	-2	7	-9	-3	-11
CCS(=O)(=O)Nc1cccc(C2=NN(S(C)(=O)=O)C(c3cccs3)C2)c1 (stereo not drawn)	-8	-17	6	-1	-15	15	-5	9
O=[N+]([O-])c1ccc(N2CCOCC2)cc1NCc1ccccc1	3	4	42*	-22	1	3	-5	14
Cn1c(C(C)(O)C(O)c2ccccc2)nc2ccccc21 (stereo not drawn)	-4	.	.	-5	6	0	-3	-21
CCOc1ccc2[nH]cc(S(=O)(=O)c3ccc(F)cc3)c(=O)c2c1	1	-2	-16	4	2	8	-1	3
COc1ccc(S(=O)(=O)NCc2ccco2)cc1-c1nnc2c3ccccc3c(C)nn12	-2	-2	-10	3	1	9	2	4
CCOc1ccc(NC(=O)CSc2nnc(-c3ccoc3C)n2CC2CCCO2)cc1 (stereo not drawn)	-5	-1	19	-8	6	-10	-6	9
CC(=O)c1ccc(NC(=O)Nc2ccc(S(=O)(=O)N3CCCC3)cc2)cc1	-12	0	9	-11	6	15	-5	0
COc1cc(S(=O)(=O)Nc2cccc3cn[nH]c23)c(OC)cc1Cl	1	3	17	6	4	1	-8	-13
O=C(Nc1ccc2c(c1)CN(Cc1ccccc1O)CC2)C1CCCO1 (stereo not drawn)	-6	1	5	0	-13	10	-5	-8
CCn1c(-c2nn(-c3ccc(C)cc3)ccc2=O)n[nH]c1=S	3	2	3	-3	-10	0	27	5
c1cc(-c2nnn(CCOCCn3nnc(-c4ccncc4)n3)n2)ccn1	2	-1	18	6	-4	2	-7	-16
O=C1COc2ccc(-c3csc(NCC4CCCO4)n3)cc2N1 (stereo not drawn)	0	-1	-2	-5	6	5	-4	-1
O=C(O)CCC(=O)Nc1ccc2c(c1)oc1ccccc12	-3	0	6	8	-10	-1	-7	19
CCOC(=O)C(=O)N1CCN(c2ccccc2OC)CC1	-3	0	16	4	-19	-13	-10	3
CCc1ccc(C(=O)Nc2cc(C)ccc2F)s1	-16	1	13	-1	4	1	-6	-29
O=C(CN1C(=O)NC2(CCCC2)C1=O)OCCOc1ccccc1	-3	0	1	3	7	-6	-8	-10
Cc1ccc(S(=O)(=O)c2ccc(Cl)cc2)cc1S(=O)(=O)NC(C(=O)O)C(C)C (stereo not drawn)	-8	0	13	-15	15	-8	-9	-12
FC(F)(F)c1ccc(Oc2ccc3c(C(F)(F)F)cc(C(F)(F)F)nc3n2)cc1	-7	1	-1	-8	5	-1	-4	4
CC(NCC(=O)Nc1ccccc1C(=O)NC1CC1)c1ccco1 (stereo not drawn)	11	-1	2	6	0	0	1	-1
CCC(C)c1ccc(C2C3=C(Nc4nc(N)[nH]c(=O)c42)c2ccccc2C3=O)cc1 (stereo not drawn)	-9	2	16	-38	-33	2	-1	-8
CC1CCc2sc(C(=O)N/N=C/C3CCCCC3)cc2C1 (stereo not drawn)	4	-1	4	0	13	-1	1	2
CCS(=O)(=O)N1CCC(C(=O)N2CCN(c3ccccc3)CC2)CC1	-11	0	16	-4	-8	-3	-5	-18
O=C(c1ccc(N2CCCC2)c([N+](=O)[O-])c1)N1CCN(S(=O)(=O)c2ccc(Cl)cc2)CC1	-3	-1	12	-16	15	-6	-10	-8
Cc1ccc(C(=O)COC(=O)CNC(=O)C(c2ccccc2)c2ccccc2)cc1[N+](=O)[O-]	2	0	18	-6	9	0	-1	-8
CC(=O)NC(=S)Nc1ccc(NC(=S)NC(=O)/C=C/c2ccco2)cc1	-1	2	20	-3	-11	-2	-8	1
FC(F)Sc1nc(-c2ccccc2)c(-c2ccccc2)n1C(F)F	2	-2	-3	16	-1	2	-2	1
CC(C)(C)c1ccc(C(=O)Nc2cccc(S(=O)(=O)NC3=NCCC3)c2)cc1	-6	-1	2	-3	-3	-1	-7	9
COc1ccc(C(=O)NC2CCc3ccccc32)cc1OC1CCN(C(C)=O)CC1 (stereo not drawn)	-9	1	5	-2	-13	-8	-5	-17
COC(=O)c1cc2ccsc2n1Cc1nc(-c2ccc(Cl)cc2)oc1C	5	-2	4	-9	0	2	-7	4

Single records, as listed above. Order of screens: SENP8 block-1, SENP1 FRET inh, SENP8 block-2, UBC13 polyUb, Apaf1 inhib, SENP7 inh, APOBEC3G inh, SENP6 block
Profile of CC1CCc2sc(C(=O)N/N=C/C3CCCCC3)cc2C1 (stereo not drawn) → 4, -1, 4, 0, 13, -1, 1, 2
Profile of CCS(=O)(=O)N1CCC(C(=O)N2CCN(c3ccccc3)CC2)CC1 → -11, 0, 16, -4, -8, -3, -5, -18
Profile of Cc1ccc(C(=O)COC(=O)CNC(=O)C(c2ccccc2)c2ccccc2)cc1[N+](=O)[O-] → 2, 0, 18, -6, 9, 0, -1, -8

Fetched by compound from the list above (two):
SMILES	SENP8 block-1	SENP1 FRET inh	SENP8 block-2	UBC13 polyUb	Apaf1 inhib	SENP7 inh	APOBEC3G inh	SENP6 block
Cc1ccc(C(=O)COC(=O)CNC(=O)C(c2ccccc2)c2ccccc2)cc1[N+](=O)[O-]	2	0	18	-6	9	0	-1	-8
CC(C)(C)c1ccc(C(=O)Nc2cccc(S(=O)(=O)NC3=NCCC3)c2)cc1	-6	-1	2	-3	-3	-1	-7	9

Continuation.
SMILES	SENP8 block-1	SENP1 FRET inh	SENP8 block-2	UBC13 polyUb	Apaf1 inhib	SENP7 inh	APOBEC3G inh	SENP6 block
Cc1nn(C(C)C(=O)NC2CCC(C)CC2)c(=O)c2nn(-c3ccccc3)c(C)c12 (stereo not drawn)	-7	5	13	5	4	3	-9	-3
COc1cc([C@@H]2CC=C(C(=O)O)[C@H](c3ccc(C)cc3)N2S(=O)(=O)c2ccc(C)cc2)cc(OC)c1OC	3	-1	-2	-6	-6	6	-5	12
COCCN(C(=S)Nc1ccccc1C)C(C)c1cccnc1 (stereo not drawn)	-12	1	11	-5	9	-8	-4	-18
CNc1nnc(CSc2nc(C)cc(C)n2)s1	-1	0	29	-3	-2	-2	-4	16
Cc1ccc(S(=O)(=O)N(C)CC(=O)Nc2cccnc2)cc1	5	2	17	-1	-9	0	-11	6
NC(=O)c1c(N)sc2c1CCCCC2	1	-10	-290	10	9	8	7	-14
CCC(C)(C)C1CCc2[nH]nc(C(=O)NCc3ccc(Cl)cc3)c2C1 (stereo not drawn)	-13	2	3	-14	8	-3	-4	-3
Cc1ccc2ncnc(Nc3cccc(C(=O)O)c3)c2c1	0	0	-103	-2	-3	4	-6	8
COc1ccccc1/C=C(\NC(=O)c1ccc(OC)c(OC)c1)C(=O)Nc1cccc([N+](=O)[O-])c1	7	-16	7	-1	6	-2	-3	-1
CCCCOc1ccccc1Cn1c(=O)oc2ccccc21	-7	2	20	-5	16	-1	-4	-21
Cc1nnsc1NC(=O)OCc1ccc(C(C)(C)C)cc1	2	0	26	-9	9	7	6	6
Nc1c(C(=O)N/N=C/c2cccnc2)cnn1-c1ccccc1	-3	1	10	-1	-4	10	-4	8
O=c1c2ccccc2nc(SCc2cn3ccsc3n2)n1-c1ccc(F)cc1	3	0	16	0	6	2	-3	-3
Cc1ccccc1Cn1ccc(NC(=O)c2cnn3c2NC(c2ccccc2)CC3C(F)(F)F)n1 (stereo not drawn)	-7	3	15	-1	23	9	0	-11
C#CCOc1ccc(CNC[C@H]2O[C@@H](n3cnc4c(N)ncnc43)[C@H](O)[C@@H]2O)cc1	-4	1	15	-1	-4	4	1	-7
O=C(NCc1ccccn1)C(=O)NCC1OCCCN1S(=O)(=O)c1ccc(F)cc1 (stereo not drawn)	-12	1	0	-4	-13	10	-6	-22
CCOc1ccc(C2C(C(=O)Nc3ccccc3)=C(C)N=c3s/c(=C/c4cccc(OCC(=O)O)c4)c(=O)n32)cc1 (stereo not drawn)	-16	16	-2	-20	20	-11	-9	-19
CCn1c(C)nc2cc(C(N)=O)ccc21	4	1	14	-2	4	-2	-5	7
CC1CCC2(CC1)NC(=S)N(C(C)(C)C)N2 (stereo not drawn)	7	1	-6	6	-7	2	51*	17
CCN1CCCC1CNC(=O)C(=O)Nc1cccc(OC)c1 (stereo not drawn)	0	1	32	0	-3	5	-6	-6
CN(Cc1ccco1)C(=O)C1CCCN(c2ncnc3c2nc2n3CCCCC2)C1 (stereo not drawn)	-5	3	17	-1	3	3	5	-1
CCN(CC)S(=O)(=O)c1ccc(NCCc2ccccn2)nc1	-2	-5	-13	-8	4	8	-12	8
CC(C)(C)NCC(O)(c1ccc(Cl)cc1)c1ccc(Cl)cc1	-8	2	13	-2	-2	-5	-3	-4
CCOC(=O)C1Nc2c(F)cc(C)cc2C2c3ccccc3CC12 (stereo not drawn)	-7	-2	-480	15	13	6	14	1
COc1ccc(-c2noc(=O)n2Cc2ccc(C#N)cc2)cc1	3	0	6	10	0	-8	-1	-37
CCOc1c(Br)cc(/C=C2\N=C(C)OC2=O)cc1Br	5	-2	8	10	3	3	-9	-8
COCCNC(=O)CSc1cc(=O)n(C)c2cc(Cl)ccc12	-7	-1	3	5	-10	-3	-5	13
Cc1cc(C)nc(NC2=NCCN2C(=S)Nc2ccc(C)c(C)c2)n1	-10	0	5	0	4	-2	-2	-11
COCCCN1CN(S(=O)(=O)c2ccc(Cl)cc2)c2nc3ccccc3nc21	3	-16	-404	2	2	3	-6	-9
N#C/C(=C/c1ccccc1[N+](=O)[O-])c1nc(C2CC2)cs1	-17	0	14	-7	18	-9	-5	-15
Cc1ccc(CNC(=O)CCS(=O)(=O)c2ccc3c(c2)NC(=O)C(C)S3)cc1 (stereo not drawn)	-1	1	-23	-1	1	-3	-5	1
CC(=O)Nc1ccc(NC(=O)COc2ccc(Br)cc2C)cc1	-9	2	6	-12	-9	-7	-7	-15
COc1cccc(-n2nnc3c(=O)n(CC(=O)N4CCCCC4)cnc32)c1	-4	1	-112	-6	4	1	6	-14
CCCCCCCC(=O)N1c2ccccc2NC(=O)C1CC(=O)Nc1ccc(C(=O)O)cc1 (stereo not drawn)	-5	1	11	-17	0	-6	0	-4
O=C(Cc1ccc(S(=O)(=O)N2CCCC2)s1)Nc1cccc([N+](=O)[O-])c1	5	-20	9	5	-4	2	-7	0
O=C(COC(=O)c1cncc(Br)c1)Nc1ccc(F)c(F)c1F	1	-19	-6	-4	5	-4	4	-3
Cc1cccc(N2CCN(C(=O)c3ccc(NC(=O)CC4SC(N5CCCC5)=NC4=O)cc3)CC2)c1C (stereo not drawn)	-2	1	-1	6	24	-4	-4	2
CCN(CC)c1ccc(C2C(C(=O)OC(C)C)C(=O)CC(C)(O)C2C(=O)OC(C)C)cc1 (stereo not drawn)	1	0	16	-4	11	10	-7	2
COc1c(Cl)cc(-c2noc(C)c2C(=O)NCc2ccc3c(c2)OCO3)cc1Cl	-9	4	0	-1	15	-7	-3	3
c1ccc2nc3c(nc2c1)c1ccccc1n3CCN1CCOCC1	10	-37	-233	-18	-4	21	-1	35
O=C(COC(=O)CCOc1ccccc1)NCc1ccco1	1	6	8	-1	-1	2	14	5

Screening data: PubChem BioAssay, Sanford-Burnham Center for Chemical Genomics
